Source: PubChem BioAssay (several laboratories)
iPSC survival up – hiPSC single-cell survival enhancement; ATPlite luminescence; 100% = ROCK inhibitor wells, 0% = DMSO; survival enhancement, % at 20 µM; 360,000 compounds, 0.044% hits; AID 602274; in the data active means survival enhancement above about 18%;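 further: cells exposed to compounds for 16 hours before the ATP read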
N-glyco inh – blocks N-linked glycosylation in D54 reporter cells. D54 ERlucT glycosylation luciferase reporter, 24 h; percent of 100 nM tunicamycin response. reporter increase, % at 12.5 µM. 360,000 compounds, 0.23% hits;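 active means mean luciferase reporter signal, scaled so untreated is 0 and the glycosylation-blocking control 100, at or above a set limit in every replicate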;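 further: luciferase carries N-glycosylation sites so blocking glycosylation raises the light; 0% = median of neutral control wells and 100% = median of 100 nM tunicamycin wells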
m5-HT2A agonist – agonists of mouse serotonin 5-HT2A receptor (HTR2A); AID 624169; activation, % at 7.6 µM; CHO-K1 mHTR2A beta-arrestin complementation, luminescence; percent of 30 µM serotonin response; 360,000 compounds, 0.66% hits; P35363;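 active means activation above a run cutoff, the mean activation of all tested compounds plus 3 SD, cut at about 14% in these data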;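 further: 0% = plate median of compound wells and 100% = 30 µM serotonin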
MC4R antag cAMP – antagonists of human melanocortin 4 receptor (MC4R); P32245; MC4R-expressing cells, MTII-stimulated cAMP, LANCE TR-FRET; inhibition, % at 6.5 µM; 360,000 compounds, 0.48% hits; AID 540295;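 active means inhibition above its plate's cutoff, the mean of tested wells on that plate plus 3 SD, cut at about 29% in these data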;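 further: 0% = Melanotan II alone and 100% = Melanotan II plus saturating MCL0020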
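Assay system: U2OS-MC4R stable cell line; Also added: Melanotan II; Technique: Eu-cAMP/anti-cAMP TR-FRET, emission 671 nm; Times: 30-min compound, 1-h challenge, 1-h detection, room temperature.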
Cardio protect – protects H9c2 cardiomyocytes from peroxide injury | H2O2 injury protection, ATPLite, 2 h | protection from H2O2 cell death, % at 20 µM | 360,000 compounds, 0.63% hits;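 active means compounds giving at least 50% protection of heart cells from peroxide-induced death in the single-dose screen, raw or plate-pattern-corrected value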;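 further: 0% = DMSO wells with peroxide and 100% = DMSO wells without peroxide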
aDG glyco act – increases alpha dystroglycan glycosylation; Pro5-aDG cells, alpha-DG glycosylation AlphaScreen (IIH6); 0% Pro5, 100% B10-LARGE cell signal; activation, % at 10 µM; 360,000 compounds, 0.22% hits; AID 624168;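 active means activation of at least 8% versus controls, or a plate z-score of at least 8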;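 further: Pro5 are CHO cells carrying HIG-tagged alpha-DG that lacks glycosylation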
ABCB6 inh MLPCN – inhibitors of human ABC transporter ABCB6. Q9NP58. K562-ABCB6 porphyrin accumulation, flow cytometry, 1 h; active compounds read low. fluorescence ratio to DMSO, % at 10 µM. 360,000 compounds, 0.19% hits. AID 602162;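 active means fluorescence ratio to DMSO below 75%, the collection mean minus 3 SD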;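 further: signal is porphyrin accumulated inside mitochondria; 100% equals median channel fluorescence of DMSO control wells; lower ratio means ABCB6 inhibition with less porphyrin fluorescence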
Target sequence (Q9NP58 whole entry, looked up): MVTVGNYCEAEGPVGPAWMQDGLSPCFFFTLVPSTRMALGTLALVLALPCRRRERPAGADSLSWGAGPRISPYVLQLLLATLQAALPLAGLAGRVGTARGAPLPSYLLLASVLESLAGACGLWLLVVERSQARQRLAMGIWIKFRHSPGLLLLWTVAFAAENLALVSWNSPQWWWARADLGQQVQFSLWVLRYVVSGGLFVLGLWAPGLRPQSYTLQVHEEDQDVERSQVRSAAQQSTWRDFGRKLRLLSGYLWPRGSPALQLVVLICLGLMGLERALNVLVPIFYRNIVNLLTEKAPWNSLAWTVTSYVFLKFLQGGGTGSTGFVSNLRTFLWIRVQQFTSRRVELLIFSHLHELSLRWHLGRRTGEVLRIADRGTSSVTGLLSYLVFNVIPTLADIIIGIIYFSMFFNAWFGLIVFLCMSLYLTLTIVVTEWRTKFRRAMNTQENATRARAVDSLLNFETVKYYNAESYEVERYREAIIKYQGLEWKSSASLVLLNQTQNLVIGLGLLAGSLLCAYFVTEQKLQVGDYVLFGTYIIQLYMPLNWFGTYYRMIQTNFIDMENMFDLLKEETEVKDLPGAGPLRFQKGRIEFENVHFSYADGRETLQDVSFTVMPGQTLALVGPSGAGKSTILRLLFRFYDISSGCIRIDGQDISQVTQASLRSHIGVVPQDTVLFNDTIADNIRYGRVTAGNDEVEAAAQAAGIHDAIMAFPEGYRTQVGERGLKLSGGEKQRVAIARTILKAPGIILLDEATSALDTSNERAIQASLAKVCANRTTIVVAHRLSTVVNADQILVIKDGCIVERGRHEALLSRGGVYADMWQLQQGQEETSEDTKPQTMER
ABHD5-PLIN5 inh – blocks binding of human ABHD5 to perilipin-5; Split G. princeps luciferase complementation, luminescence, 4 h; inhibition, % at 4 µM; 360,000 compounds, 0.78% hits; AID 602281;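 active means inhibition above the mean inhibition across every tested compound plus 3 SD, cut at about 22% in these data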;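 further: 0% = DMSO only wells and the 100% control is not disclosed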
MC4R barr agon – human MC4R agonism via beta-arrestin. P32245. U2OS MC4R beta-arrestin complementation, luminescence; percent of melanotan II response, DMSO zero. activation, % at 8.9 µM. 360,000 compounds, 0.98% hits. AID 540308;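 active means activation above a per-plate cutoff, the mean activation of sample wells on that plate plus 3 SD, cut at about 8% in these data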
Granule exo inh – blocks lytic granule exocytosis; inhibition, % at 10 µM; 360,000 compounds, 0.66% hits; TALL-104 LAMP-1 surface exposure, flow cytometry; cells stimulated with thapsigargin and PMA;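 active means inhibition above about 55%, limit read from the data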
Active calls of the source: *; x = no result given.

SMILES	iPSC survival up	N-glyco inh	m5-HT2A agonist	MC4R antag cAMP	Cardio protect	aDG glyco act	ABCB6 inh MLPCN	ABHD5-PLIN5 inh	MC4R barr agon	Granule exo inh
CCCN(CCC)CCN1C(=O)C2C(C(=O)Nc3ccc(C)cc3)C3C=CC2(O3)C1C(=O)NC1CCCCC1 (stereo not drawn)	0.8	1	-1	6	-4	0.0	90	-1	-0.8	24
COc1ccc(OC)c(N)c1	1.2	3	4	-1	1	-0.4	98	0	-3.5	0
Cc1c(C(=O)OCC(=O)Nc2cccc(S(N)(=O)=O)c2)oc2c1ccc1ccccc12	-0.4	2	0	11	5	0.5	97	4	5.3	88*
Cn1c(Cc2ccccc2)nnc1SCC(=O)c1ccc(Br)s1	-0.1	1	-5	-6	7	-0.2	84	-5	-2.2	-1
CCCCCC(=O)Nc1ccc(C(=O)CN2C(=O)NC3(CCCCCC3)C2=O)cc1	1.9	-4	4	2	2	0.4	98	-3	-1.0	0
CC(C)(C)CC(=O)NCCCN1CCOCC1	-0.6	-2	-3	7	5	-0.1	99	0	-2.7	7
COc1cccc(C=NCCNC(=O)c2nonc2N)c1O	1.7	2	7	1	23	0.2	91	3	-1.4	0
Cc1ccc(S(=O)(=O)Oc2ccc(/C=C3\N=C(c4cccc(C)c4)OC3=O)cc2)cc1	-0.9	2	6	-4	-6	-0.4	93	-1	-1.7	-1
COc1cc(CC(=O)N2c3ccccc3N=C(c3ccccc3)C2C(=O)NCc2ccccc2)cc(OC)c1 (stereo not drawn)	x	x	8	x	x	-0.1	x	5	x	0
O=C(NCc1cccnc1)c1cccc(S(=O)(=O)N2CCCCC2)c1	1.3	1	-3	6	-2	0.0	98	-1	-2.0	0
COc1ccc(N2CCN(C(=O)c3ccc4ccccc4n3)CC2)cc1	-1.1	0	-1	17	10	0.3	97	8	1.1	0
CCOC(=O)C1=C(COC(=O)c2ccc(Cl)cc2[N+](=O)[O-])NC(=O)NC1C (stereo not drawn)	-0.4	2	3	-5	2	-0.3	113	9	-2.4	-2
CCN1C(=O)C(CC(=O)Nc2c(C)cccc2C)SC1=Nc1ccc(S(N)(=O)=O)cc1 (stereo not drawn)	0.7	0	-2	-3	20	0.1	79	-6	-3.2	-2
Cc1ccc2c(c1)C(=O)C(=O)N2c1ccc(Cl)cc1	1.0	4	-2	16	-2	-0.4	98	11	-1.9	-6
CCN(CC)CCNC(=O)c1sc2ncn(CC(=O)Nc3ccc(C)c(Cl)c3)c(=O)c2c1C	-1.5	6	-5	9	-3	2.6	100	12	-2.0	-3
CCN(CC)c1ccc(N)cc1S(=O)(=O)Nc1ccccc1OC	0.0	1	2	5	4	0.1	97	-1	2.0	6
O=C1NCCN1CCNc1nc(NCC2CC2)nc2cc(-c3ccccc3)sc12	-2.4	0	-7	7	6	3.6	96	2	0.0	-11
CNc1nccc(-c2ccc(Cl)cc2)c1C#N	-2.9	-1	-2	2	-7	0.0	95	-8	-0.8	0
CC(=O)Nc1c(C)nn(-c2ccc([N+](=O)[O-])cc2)c1C	0.1	-1	-1	10	1	0.0	101	-10	-0.6	-2
COc1cc2c(cc1OC)CN(CC(=O)Nc1ccccc1SC)CC2	0.4	1	8	5	-5	-0.1	88	-5	-0.9	0
Cc1cc(NC(=O)CSc2nnnn2C2CCCC2)no1	-0.6	2	4	-1	-6	0.0	99	6	0.5	-1
O=c1cc(O)nc(SCc2ccccc2)n1-c1ccc(F)cc1	-2.4	1	4	10	2	-0.3	101	7	0.5	-2
CCOc1ccccc1-n1c(SC(C)C(=O)NCC2CCCO2)nc2ccccc2c1=O (stereo not drawn)	-0.6	-1	5	1	1	0.0	102	8	2.5	14
Cc1ccc(S(=O)(=O)NC(=O)Nc2ccc(OC(F)F)cc2)cc1	0.6	0	-1	3	1	-0.2	91	4	-1.1	0
COc1ccc(-n2nnnc2CNC(=O)c2ccc3c(c2)OCO3)cc1	-0.3	3	4	3	4	-0.3	98	7	-0.7	-6
CC(C)COc1ccc(C(=O)Nc2scc(-c3ccc(Cl)cc3Cl)c2C(N)=O)cc1	-1.3	-6	0	6	-2	2.0	97	7	-0.4	10
COc1ccc(OCCOC(=O)CNC(=O)c2ccc(Cl)cc2Cl)cc1	-0.4	1	-2	15	-4	-0.1	96	-2	1.1	0
O=C(O)c1ccccc1C(=O)NCc1ccc(F)cc1	-0.8	0	0	3	7	-0.1	98	0	0.3	0
Nc1ccccc1SCC(=O)Nc1nc(-c2ccccc2)cs1	-0.2	0	6	-5	-3	0.3	98	1	0.0	-2
O=C(CSc1ncn[nH]1)NC12CC3CC(CC(C3)C1)C2	5.7	0	1	9	2	0.8	99	0	-0.7	2
CCOC(=O)C(Cc1ccccc1)NC(C)=O (stereo not drawn)	-2.7	1	0	-3	7	-0.2	92	-1	-0.5	1
CCOc1cc(S(=O)(=O)NCCc2cccc(C)c2)c(OCC)cc1-n1cnnn1	2.3	1	0	26	-2	0.0	103	4	1.0	-1
Cc1ccc(-c2cc(C(=O)O)c3sc(N4CCCCC4)nc3n2)cc1	-0.5	2	-4	-3	-1	-0.1	98	-8	-1.2	-6
CC(OC(=O)c1ccc(Cl)nc1)C(=O)NC(C)(C)C (stereo not drawn)	-1.0	1	2	11	1	0.5	94	6	1.3	3
CCN(CC)Cc1ccccc1Sc1ccccc1	3.8	0	-1	2	5	0.0	97	-3	2.0	-4
CC(C)(C)NC(=O)COC(=O)c1ccc(Cl)c(S(N)(=O)=O)c1	-0.1	0	2	-2	5	0.0	93	0	0.1	0
CCN(CC)CCC(c1ccc(N(C)C)cc1)c1c(O)cc(OC)cc1OC (stereo not drawn)	0.0	3	-7	-5	9	-0.2	93	0	-2.0	2
CC(=O)NC1=NN(C(C)=O)C(C)(c2cccs2)S1 (stereo not drawn)	-2.5	5	-2	2	0	0.9	98	-13	-2.1	0
CCC(Oc1ccccc1)C(=O)NC1C(=O)N2C1SC(C)(C)C2C(=O)O (stereo not drawn)	-1.2	0	2	26	3	0.8	98	-4	0.5	0
Cc1ccc(S(=O)(=O)NC(=O)COc2cc(C)ccc2C(C)C)cc1	-0.2	-1	1	0	2	0.0	89	-7	-2.4	1

Of the compounds above, 3 contain a tert-butyl group.
SMILES	iPSC survival up	N-glyco inh	m5-HT2A agonist	MC4R antag cAMP	Cardio protect	aDG glyco act	ABCB6 inh MLPCN	ABHD5-PLIN5 inh	MC4R barr agon	Granule exo inh
CC(C)(C)CC(=O)NCCCN1CCOCC1	-0.6	-2	-3	7	5	-0.1	99	0	-2.7	7
CC(OC(=O)c1ccc(Cl)nc1)C(=O)NC(C)(C)C (stereo not drawn)	-1.0	1	2	11	1	0.5	94	6	1.3	3
CC(C)(C)NC(=O)COC(=O)c1ccc(Cl)c(S(N)(=O)=O)c1	-0.1	0	2	-2	5	0.0	93	0	0.1	0

(continued)
SMILES	iPSC survival up	N-glyco inh	m5-HT2A agonist	MC4R antag cAMP	Cardio protect	aDG glyco act	ABCB6 inh MLPCN	ABHD5-PLIN5 inh	MC4R barr agon	Granule exo inh
Cc1ccc(CN2CCN(/N=C/c3ccc(C)s3)CC2)cc1	1.2	0	-4	12	-2	-0.5	96	-5	4.0	-4
O=C1CCC(Cc2ccccc2)N1 (stereo not drawn)	-2.8	0	-1	3	12	-0.2	88	-7	-0.5	1
CSc1cnn(CCC#N)c(=O)n1	0.2	x	-2	x	x	-0.3	100	3	x	-6
CN1CCC(=NNC(=O)C(=O)NC(C)(C)C)CC1	-1.1	2	1	5	2	0.1	103	0	0.1	-11
O=C(CSc1n[nH]c(-c2cccs2)n1)NCc1ccc2c(c1)OCO2	1.1	3	0	-1	0	0.0	98	-1	-1.5	-3
Cc1nnc(SCC(=O)Nc2ccc(Br)cc2)n(N)c1=O	-0.5	2	1	2	-1	-0.4	97	5	1.0	1
Cc1cccc(C(=O)N2CCCCCC2)c1	0.2	2	0	1	4	0.0	93	-5	1.0	-1
CC(C)CNC(=O)COC(=O)/C=C/c1ccco1	0.1	0	1	14	-1	-0.3	102	2	-0.3	-2
CCOC(=O)c1c(NC(=O)COC(=O)c2ccncc2)sc(C)c1C	0.3	1	-2	1	4	-0.1	97	2	-0.6	0
N#Cc1ccc2nc3c(nc2c1)CCCC3	1.5	4	6	11	12	-0.1	109	-11	-0.9	2
O=C(NCc1ccccc1)c1onc(CSc2ccc(F)cc2)c1C(=O)NCc1ccccc1	-2.7	-3	-10	7	-10	-0.2	98	-6	-1.6	-6
Cc1ccc(C)c(-n2cc(CN3CCN(C(=O)c4ncn[nH]4)CC3)c(-c3ccccc3)n2)c1	-0.2	0	10	7	0	0.1	95	5	-0.5	1
O=C(CSc1nnnn1-c1ccccc1)CSc1nnnn1-c1ccccc1	-1.0	-3	-1	-2	0	0.2	102	1	-0.1	7
COc1ccc(C2(O)CCN(Cc3nnnn3Cc3ccc(C)cc3)CC2)cc1	-1.4	-1	-1	-4	4	0.3	97	6	2.9	14
Cc1ccc(S(=O)(=O)N2CCC(C(=O)N3CCC[C@H]3C(=O)NCC(C)C)CC2)cc1	-0.5	-2	2	2	5	0.4	91	4	-0.8	-1
CC(/C=N/NC(=O)c1ccccc1F)=C\c1ccccc1	-0.6	-6	-7	-16	-11	5.0	97	-2	-3.2	0
Cc1cc(C)n(/N=C/c2ccccc2)c(=O)c1C#N	3.9	2	1	-2	2	1.0	94	3	-1.0	-2
CCCC(=O)Nc1ccc(Br)c(Cl)c1	4.4	-3	3	0	-12	-0.1	101	2	-1.4	-2
COc1ccc(CC(=O)c2cc(OC)c(OC)cc2CC(=O)O)cc1OC	-1.2	4	0	0	3	-0.2	91	0	-2.3	1
CCCCc1nc2ccccc2c(=O)n1NC(=O)c1c(O)c2ccccc2n(C)c1=O	1.0	-4	1	0	-4	4.3	100	0	-0.7	1
COc1ccc(OCc2nnc(SCC(=O)c3ccccc3)o2)cc1	-0.9	3	2	3	-4	-0.6	99	-6	0.8	-1
COc1cc(OC)cc(-c2c(C#Cc3ccsc3)c3cc(-c4ccc5cc[nH]c5c4)ccc3n2C)c1	-3.2	-3	3	-4	-2	2.0	98	2	0.1	-2
Cc1cccc(NS(=O)(=O)c2c(C(=O)N3CCCC3)c(C)n(C)c2C)c1	-0.3	1	-1	-3	-3	0.2	97	4	1.8	3
O=C1CC(N2CCN(c3ccc(Cl)cc3)CC2)C(=O)N1c1ccccc1 (stereo not drawn)	-0.2	0	1	3	2	0.0	100	3	0.3	27
CCOC(=O)COn1c(=O)c(-c2ccc(OC)cc2)[n+]([O-])c2ccccc21	1.5	4	5	-2	4	0.1	101	-3	-2.4	3
COc1ccc(N2CCN(C(=O)COc3ccc4c(C)cc(=O)oc4c3C)CC2)cc1	0.6	2	-2	10	8	0.2	98	-4	-1.4	5
Cc1cccc2c1N(C(=O)c1ccco1)C(C)(C)c1ssc(=S)c1-2	-0.1	-1	2	0	1	-0.4	86	-3	-0.8	-3
Cc1cc(=O)n2c(c1C#N)SC1CCCCC12O (stereo not drawn)	3.3	1	1	8	3	0.0	103	-4	-0.7	-2
O=C(O)CCC(=O)NC1CCCCC1	3.9	3	0	-3	-7	0.0	99	5	0.2	-2
